# Screens: PubChem BioAssay, several laboratories
# PKA-R2B act: activates the human PKA-R2B holoenzyme complex; 340,000 tested, 0.079% active; PKA-R2B holoenzyme dissociation, Cy5-IP20 fluorescence polarization; R2B truncated from residue 108, S112A mutant; 0% DMSO only, 100% 113 µM cGMP; activation, % at 11.4 µM; P22694+P31323;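 active means activation above a cutoff set at the mean over all compounds plus 3 SD, cut at about 18% in these data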;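 further: higher means more holoenzyme dissociation and a rise in polarization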
# NSD2 HMT inh: inhibitors of human histone methyltransferase NSD2 | NSD2 peptide methylation, AlphaScreen, 120 min | inhibition, % at 12.5 µM | 310,000 tested, 0.54% active | AID 743445; in the data active means inhibition above about 50%
# CDK5 p35 inh: blocks human CDK5/p35 kinase activity. Q00535+Q15078. Recombinant CDK5/p35, ADP-Glo luminescence, 60 min. inhibition, % at 10 µM. 330,000 tested, 0.01% active. AID 488839;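 active means highest replicate inhibition of at least 50% and at least 75% of replicates reaching 50%; inconclusive means only one of the two criteria met; inactive means both criteria failed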;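 further: plate controls were DMSO neutral control for no effect and GW8510 at 10 µM for full effect; many of its hits are not listed in these tables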
# dFosB activator: activators of mouse delta FosB homodimer; P13346; purified delta FosB, TAMRA-CDK5 oligo fluorescence polarization; percent of positive-control signal above neutral wells; activation, % at 25 µM; 340,000 tested, 0.99% active;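 active means mean activation above about 17%, with every replicate also reaching it, limit read from the data, passing the limit was not always enough; inconclusive means only one of the two conditions met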;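 further: fluorescence polarization rise as delta FosB binds a TAMRA Cdk5 AP-1 oligo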
# Mot1-301 SUMO: SUMOylation pathway inhibition by Mot1-301 growth rescue; growth rescue, % at 18.8 µM; AID 2716; S. cerevisiae Mot1-301 growth rescue, ATP luminescence, 38.5C; percent above DMSO median, 100 means doubled; 320,000 tested, 1% active;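 active means every valid replicate shows activation above 250% relative to neutral control wells; inactive means the rest, any valid replicate at or below 250%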;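 further: OY570 slx delta 5 strain wells were the positive control but not used for scaling; some compounds called inactive have numbers as strong as hits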
# SR-BI DiI inh: blocks mouse SR-BI lipid uptake from DiI-HDL. Q61009. ldlA[mSR-BI] CHO cells, DiI-HDL uptake fluorescence, 3 h. inhibition, % at 12.5 µM. 320,000 tested, 0.96% active. AID 488896;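 active means mean replicate inhibition of at least 70% and a set share of replicates each scoring 70 or more; inconclusive means meets just one of the two criteria; inactive means fails both criteria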;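 further: 0% = median of neutral control wells and 100% = median of positive control wells; values of inactives mirror those of a sister screen read the other way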
# SR-BI DiI-HDL act: SR-BI HDL lipid transfer activation; CHO ldlA[mSR-BI] cells, DiI-HDL uptake fluorescence, 3 h; 100 = double the neutral-control signal; activation, % at 12.5 µM; 320,000 tested, 0.096% active; AID 504775;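 active means mean replicate activation of at least 60% and every replicate at or above 60%; inconclusive means mean or all-replicate condition met, but not both; inactive means mean below 60% and not all replicates reaching 60%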;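 further: 0% = median plate neutral-control signal and 100% = twice that signal; values of inactives mirror those of a sister screen read the other way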
#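 System: LDL receptor-deficient CHO ldlA cells overexpressing murine SR-BI | Timing: 3 h uptake period with compound, 37 °C | Medium: HEPES-buffered (25 mM, pH 7.4) F12 plus 0.5% BSA | Dosing: Single-point compound dose | Signal: Bottom-read fluorescence, 550/595 nm | Read-out: Retained DiI signal reflecting DiI-HDL uptake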
# Pemphigus Ab inh: blocks pemphigus antibody binding to human desmoglein-3; AID 588358; DSG3-coupled beads, scFv-anti-DSG3-GFP binding, flow cytometry; stronger effect = lower value; binding (percent of control), % at 10 µM; 310,000 tested, 0.48% active; P32926;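 active means binding more than 3 SD below its plate's average and above zero; inconclusive means below that plate limit but binding exactly zero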;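 further: hits lower antibody fragment binding to DSG3; some compounds called inactive have numbers as strong as hits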
# Target sequence (P32926 whole entry, looked up, the tested form may be a part): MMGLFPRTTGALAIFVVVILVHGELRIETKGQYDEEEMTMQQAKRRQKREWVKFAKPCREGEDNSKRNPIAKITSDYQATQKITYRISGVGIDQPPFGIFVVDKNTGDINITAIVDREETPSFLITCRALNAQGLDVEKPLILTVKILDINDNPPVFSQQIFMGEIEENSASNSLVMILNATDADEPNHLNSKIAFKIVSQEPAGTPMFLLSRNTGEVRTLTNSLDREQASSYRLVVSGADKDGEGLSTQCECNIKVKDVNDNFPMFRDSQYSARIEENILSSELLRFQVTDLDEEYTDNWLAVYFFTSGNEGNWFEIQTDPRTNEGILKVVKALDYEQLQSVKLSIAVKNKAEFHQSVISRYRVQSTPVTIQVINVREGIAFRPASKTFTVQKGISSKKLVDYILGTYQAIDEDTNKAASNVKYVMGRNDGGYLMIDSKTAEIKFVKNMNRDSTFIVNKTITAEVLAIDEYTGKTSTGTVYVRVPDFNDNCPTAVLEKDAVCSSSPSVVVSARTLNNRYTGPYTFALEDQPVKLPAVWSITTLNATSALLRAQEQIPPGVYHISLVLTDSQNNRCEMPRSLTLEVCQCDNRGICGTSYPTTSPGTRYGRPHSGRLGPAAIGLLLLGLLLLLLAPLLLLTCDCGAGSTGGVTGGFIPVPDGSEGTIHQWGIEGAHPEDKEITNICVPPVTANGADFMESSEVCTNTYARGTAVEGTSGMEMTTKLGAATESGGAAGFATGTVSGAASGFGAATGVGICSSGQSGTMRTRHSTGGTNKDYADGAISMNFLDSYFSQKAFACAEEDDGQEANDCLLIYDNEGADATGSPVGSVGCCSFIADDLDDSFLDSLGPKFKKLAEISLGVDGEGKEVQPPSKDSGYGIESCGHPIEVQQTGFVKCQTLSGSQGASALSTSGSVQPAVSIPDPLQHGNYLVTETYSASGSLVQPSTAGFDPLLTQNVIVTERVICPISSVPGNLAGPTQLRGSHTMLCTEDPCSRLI
# Arrestin-AP2 inh: human beta-arrestin and AP2 interaction inhibition | FITC-arrestin peptide / GST-AP2 beads, flow cytometry; AP2 beta2 appendage carries R879A mutation | inhibition, % at 10 µM | 340,000 tested, 0.31% active | AID 504490;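 active means inhibition above a set limit, near 3 SD of compounds lacking own fluorescence, cut at about 54% in these data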;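 further: plate controls were DMSO wells for no effect and 5 µM unlabelled arrestin peptide for full effect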
#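 Material – AP2 appendage R879A on GSH beads · Buffer or medium – PBS with 0.05% Tween 20 and 0.1% BSA · Probe or stimulus – fluorescein-tagged arrestin peptide at 50 nM final · Incubation – compound with beads 12 min RT, then probe 1 h RT · Detection – high-throughput flow cytometry of beads, ex 488, em 535 nm · Evaluation – percent response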
# MITF TRPM1 HTS: activators of MITF-driven TRPM1 promoter activity in SK-MEL-5 cells; SK-MEL-5 TRPM1-promoter luciferase, 24 h; % of positive control, neutral wells = 0; activation, % at 12.5 µM; 300,000 tested, 0.75% active;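 active means mean activation of at least 80% with every replicate also reaching 80%; inconclusive means mean reaches 80% but some replicate falls short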;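 further: 0% = neutral control wells and 100% = parthenolide positive control wells; values of inactives mirror those of a sister screen read the other way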
# PKA-R1A activ: activators of PKA-R1A complex; P00514+P68181; PKA-R1A dissociation, Cy5-IP20 fluorescence polarization; scaled: DMSO 0%, 113 µM cGMP 100%; activation, % at 11.4 µM; 340,000 tested, 0.083% active;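 active means percent activation above the mean of all tested compounds plus 3 SD, cut at about 19% in these data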;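 further: higher means more PKAc released from R1A so a rise in polarization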
# Starred values were filed as active, the others as inactive; ? = inconclusive; . = not tested or not shown. Outcome played no part in choosing rows. About 4.7% of those tested had a hit in this group.
PKA-R2B act	NSD2 HMT inh	CDK5 p35 inh	dFosB activator	Mot1-301 SUMO	SR-BI DiI inh	SR-BI DiI-HDL act	Pemphigus Ab inh	Arrestin-AP2 inh	MITF TRPM1 HTS	PKA-R1A activ	mol
-12	-3	0.4	-11	-13	10	-10	104	5	1	-7	O=C(CCc1ccc(S(=O)(=O)N2CCOCC2)cc1)OCc1nc2ccccc2s1
-6	1	-0.5	-12	-6	21	-21	91	-1	.	-10	O=C(COC(=O)c1ccc(Cl)s1)c1cc2ccccc2o1
-4	0	0.4	-3	12	-13	13	102	8	64	-5	CCCn1nnc(NC(=O)c2ccc(Cl)cc2Cl)n1
-2	-12	-4.8	-11	428	11	-11	98	4	-5	3	COc1cc(C2CC(c3c(C)cc(C)[nH]c3=O)=NN2c2ccccc2F)cc(OC)c1OC (configuration not stated)
8	-3	1.4	0	4	1	-1	.	11	-7	-3	CCOC(=O)N1CCN(CCC(=O)Nc2cc(C)ccc2OC)CC1
-12	-6	-0.3	-4	-13	-11	11	101	-2	-8	-5	Cc1cc(=O)[nH]c2cc(Cl)ccc12
-4	-1	0.4	-2	83	.	.	.	-9	-12	9	COc1ccc(/C=C(\NC(=O)c2ccco2)C(=O)N2CCCCC2)cc1
-3	1	-1.6	-5	14	10	-10	100	-2	3	1	C/C(=N/NC(=O)CNC(=O)c1ccccc1)c1ccc(C)cc1
8	-2	5.4	-8	-23	6	-6	107	17	.	-14	COc1cc(OC)cc(C(=O)Nc2ccc3c(c2)OCCO3)c1
6	-1	0.2	-3	20	-2	2	112	-1	17	0	COC(=O)C1C(=O)C=C(Nc2ccc(F)cc2)CC1c1ccc(OC)cc1 (configuration not stated)
-12	2	-1.6	2	154	24	-24	98	-4	16	3	Cc1occc1C(=O)NCCCCc1ccccc1
7	2	-1.3	-13	10	-25	25	96	-10	-2	-7	O=C(Nc1ccc(Cc2ccncc2)cc1)C1CCC(N2C(=O)C3CC=CCC3C2=O)CC1 (configuration not stated)
-4	-3	-0.7	-4	1	44	-44	90	1	5	-6	COc1ccc(-c2csc(NC(=O)Cn3nc(C)cc3C)n2)cc1
1	2	-1.3	-6	-10	-21	21	101	10	7	-2	Cc1cccc(NC(=S)NC(=O)CC2CC(C)(C)OC2=O)c1 (configuration not stated)
8	-1	0.0	?	17	13	-13	117	24	3	-4	CCN(CC)CCN(C(=O)c1ccc(S(=O)(=O)N(C)C2CCCCC2)cc1)c1nc2ccc(OC)cc2s1
0	0	-0.6	4	-24	-6	6	99	57*	-3	1	CCOC(=O)N1CCN(C(=O)CCSCCc2ccncc2)CC1
-5	-3	-0.6	-5	-2	-2	2	.	-2	-1	-8	CN(C(=O)CSc1nc2cc([N+](=O)[O-])ccc2n1-c1ccc(F)cc1)C1CCS(=O)(=O)C1 (configuration not stated)
1	1	-0.6	28*	17	16	-16	102	-4	-6	-6	COc1ccc2c(c1)CCc1c(C(=O)Nc3ccn(Cc4ccc(C)cc4)n3)noc1-2
3	2	2.2	-3	59	85*	-85	142	-3	106*	0	N#C/C(=C/c1ccc(N2CCOCC2)o1)c1ccc(Cl)cc1
4	-2	2.3	-8	130	2	-2	81	49	-6	6	COc1ccc(CC(=O)Nc2ccc(C(C)=O)cc2)cc1
-2	0	-0.2	1	0	1	-1	101	-12	-2	2	O=C(NCC(c1ccco1)N1CCN(c2ccccc2F)CC1)C(=O)NC1CC1 (configuration not stated)
1	8	2.5	-4	94	-3	3	.	8	-5	-2	COc1ccccc1/C=C1\SC(=S)N(CCC(=O)N2CCN(C)CC2)C1=O
-6	-4	2.1	7	75	1	-1	104	28	-1	-10	COc1ccc(CN2CCN(C(C)C(=O)N(C)Cc3cccc(F)c3)CC2)cc1OC (configuration not stated)
-2	-2	1.5	0	8	4	-4	91	21	-11	-4	Cc1sc2ccc3sccc3c2[n+]1C
4	-2	0.7	-12	16	47	-47	.	0	-15	-19	CCN(CC)S(=O)(=O)c1ccc(NC(=O)COc2c(OC)cccc2OC)cc1
8	-1	1.7	2	0	3	-3	96	14	-7	-5	O=C(c1ccc(N2C(=O)C3C4c5ccccc5C(c5ccccc54)C3C2=O)cc1)N1CCOCC1 (configuration not stated)
-12	4	-0.6	-5	6	-18	18	.	3	-8	5	Cc1ccc(C)c(N2CCN(S(=O)(=O)c3ccc4[nH]c(=O)c(=O)[nH]c4c3)CC2)c1
7	-4	-0.2	-5	203	.	.	.	5	-9	-4	Cc1cccc(C)c1OCC(=O)N/N=C/c1cccnc1
-5	28	-1.3	-9	-5	75*	-75	100	29	23	6	COc1cccc(NC(=O)C(=O)c2cn(CC(=O)N3CCCC3)c3ccccc23)c1
12	7	-0.2	-7	192	21	-21	95	-28	-1	4	C[n+]1ccccc1/C=C/c1cc(Br)ccc1O
5	-6	-0.4	-12	117	19	-19	80	3	5	5	C(=N\N1CCN(Cc2ccccc2)CC1)/c1ccc(-c2ccccc2)cc1
-1	-2	1.1	-20	7	-20	20	98	19	47	1	c1ccc2[nH]c(-c3nc4ccccc4[nH]3)nc2c1
-12	.	1.2	0	140	2	-2	95	26	-93	-9	Cn1nnnc1Sc1ncnc2scc(-c3ccc(Br)cc3)c12
-3	1	-0.8	-14	7	62	-62	.	24	-7	-11	COc1ccc2cc(C(=O)/C=C/c3cc(OC)c(O)c(OC)c3)ccc2c1
-10	1	-2.4	0	17	-23	23	.	13	.	-1	CC1CCN(C2CCN(C(=O)c3ccccc3F)CC2)CC1
-6	-1	0.3	-4	-16	28	-28	105	-6	.	1	COc1ccc2nc(C)cc(SCC(=O)NNC(=O)COc3ccccc3)c2c1
-1	2	0.1	-8	17	28	-28	.	-10	0	6	CCCCN1C(=O)c2ccc(C(=O)NC3=NCCS3)cc2C1=O
2	0	-0.1	1	-7	-9	9	96	36	-6	8	Cc1ccc(Nc2nnc(C)c(=O)[nH]2)cc1
-2	0	0.2	-1	-25	12	-12	116	32	.	-10	CC(C)Oc1ccc(OCCSc2nc3ccccc3n2CC(=O)O)cc1
-8	0	-0.6	-3	-6	21	-21	100	6	.	-10	Cc1cc(C)n(C(=O)c2ccc(Cn3nc(C)c(Br)c3C)o2)n1
8	2	-0.5	0	-4	-20	20	.	-6	15	-8	COc1cc(C(=O)Nc2ccccc2SCc2cc(=O)n3nc(C)sc3n2)cc(OC)c1OC
-3	0	0.6	-4	9	11	-11	89	-9	14	-1	CCCCn1c(N)c(N(CC(C)C)C(=O)c2cccc(S(=O)(=O)N3CC(C)OC(C)C3)c2)c(=O)[nH]c1=O (configuration not stated)
2	3	-0.3	-4	426	-11	11	105	-7	16	-5	COC(=O)C1C(=O)CC(C)(O)C(C(=O)OC)C1/C=C/c1ccccc1 (configuration not stated)
-4	4	1.1	-13	6	-18	18	.	-6	2	6	O=C(CCc1nnc2n(Cc3ccccc3Cl)c(=O)c3ccccc3n12)NCCCN1CCOCC1
2	0	0.9	-4	-3	-10	10	108	-1	7	0	Cc1ccc(S(=O)(=O)NCCC(=O)N2CCC(C)CC2)cc1
11	2	0.4	10	-2	7	-7	99	0	-8	-12	COc1ccc(S(=O)(=O)N2CCCCC2)cc1NC(=O)Cc1c[nH]c2ccccc12
5	-11	-0.6	-11	35	16	-16	105	-12	-3	13	CC1(C)CC(=O)C(C=Nc2cc(C(=O)c3ccccc3)ccc2N)=C(O)C1
0	0	-0.5	-12	5	25	-25	93	37	25	1	Cc1cc(OCc2cc(C(=O)NCC3(C)COC3)no2)cc(C)c1Cl
5	0	1.0	0	-3	0	0	100	4	5	-5	O=[N+]([O-])c1cc(C(F)(F)F)ccc1N1CCCC(O)C1 (configuration not stated)
-1	-5	-0.9	-9	6	29	-29	.	-2	1	1	O=C(COc1ccc(Cl)cc1Cl)NCCCn1ccnc1
-10	2	-4.2	-2	-3	4	-4	102	-2	1	-1	Cc1nn(-c2ccccc2)c(C)c1/C=C/C(=O)OCC(=O)Nc1ncc(Cl)cc1Cl
-5	.	0.0	-3	7	16	-16	99	6	.	-11	Cc1ccc(CCNC(=O)C2CCCN(S(=O)(=O)c3c(C)noc3/C=C/N(C)C)C2)cc1 (configuration not stated)
-3	-2	-2.7	-20	0	-24	24	100	4	1	-4	Cc1cnn(-c2cc(N/N=C/c3ccccc3Cl)ncn2)c1
-6	-3	0.4	53*	-14	-18	18	98	8	-16	8	COc1cc(-n2c(=O)c3ccccc3n(Cc3cccc(C)c3)c2=O)cc(OC)c1OC
-4	-4	2.4	-2	39	-1	1	84	-3	-5	-5	O=C(Cc1ccccc1)NC(c1ccco1)c1c(O)ccc2ccccc12 (configuration not stated)
-4	.	-1.3	-3	-7	-6	6	105	4	-8	-7	COc1ccc(S(=O)(=O)Nc2c(C)cc(C)cc2C)c2cccnc12
-6	-4	-1.8	-12	19	67	-67	112	-11	-10	2	CCN(CC)C(=O)c1ccc(Nc2nnc(-c3ccc(O)cc3)c3ccccc23)cc1
-7	-3	-1.6	-1	2	-9	9	97	18	.	-2	O=C(CN(Cc1ccco1)C(=O)c1ccccc1)Nc1ccc(Cl)c(Cl)c1
-21	35	-0.2	-4	-14	2	-2	82	0	-7	7	O=C1CCC(=O)N1CC(=O)N1c2ccccc2Sc2ccccc21
3	-2	-3.1	-15	5	51	-51	108	-11	-5	-6	CCOc1ccc(N2CC(C(=O)Nc3ccc(S(=O)(=O)N4CCCCC4)cc3)CC2=O)cc1 (configuration not stated)
